D1 antag = blocks dopamine activation of the human D1 receptor; P21728; HEK293 TREx D1 cells, calcium flux, dopamine EC80; hits give low values; activity change, negative = inhibition, % at 10 µM; hit rate 3.2% among 360,000; AID 504652; in the data active means activity change below about -30%; further: on the % scale 0 is the no-effect control and ±100 the full control effect
Target sequence (P21728 whole entry, looked up): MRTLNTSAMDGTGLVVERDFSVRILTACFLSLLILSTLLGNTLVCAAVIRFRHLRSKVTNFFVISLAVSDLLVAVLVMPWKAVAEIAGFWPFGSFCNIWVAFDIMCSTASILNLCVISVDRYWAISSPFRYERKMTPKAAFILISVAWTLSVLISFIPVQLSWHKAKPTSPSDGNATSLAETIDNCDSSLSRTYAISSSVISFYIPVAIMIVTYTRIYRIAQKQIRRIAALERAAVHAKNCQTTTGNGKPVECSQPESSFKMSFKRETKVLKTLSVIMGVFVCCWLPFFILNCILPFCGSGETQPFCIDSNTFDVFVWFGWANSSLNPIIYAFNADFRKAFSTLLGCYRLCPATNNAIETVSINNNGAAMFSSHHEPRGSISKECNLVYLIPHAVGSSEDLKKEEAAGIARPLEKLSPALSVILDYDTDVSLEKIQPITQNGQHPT
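Using tetracycline-induced force-coupled D1 Hek293 cells and a calcium dye, signals were followed for 180 s after compound, then for 180 s after EC80 dopamine, to detect inhibitors.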
TRHR agonist = agonists of human TRH receptor | P34981 | TRHR cells, calcium flux fluo-8, FDSS agonist mode | activation, % at 2 µM | hit rate 0.18% among 360,000 | AID 493084; further: 0% is about no effect
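Agonist-mode FDSS calcium read (Ex 480/Em 530, 1 s cycles) in 1536-well TRHR cells with fluo-8 dye, after 10-cycle baseline and 23 nL compound addition; TRH at EC20 (10 nM final) added afterwards for the enhancer phase.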
TRHR enhancer = TRH receptor (human) allosteric enhancement. AID 493056. hit rate 0.66% among 360,000. TRHR cells, fluo-8 calcium fluorescence, EC20 TRH enhancement. enhancement, % at 2 µM; in the data active means enhancement above about 30%; further: 0% is about no effect
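TRHR-expressing cells loaded with fluo-8 calcium dye were read kinetically (ex 480/em 530) during compound addition, then stimulated with an EC20 of TRH (10 nM final). Enhancement of the Gq-mediated intracellular calcium response was scored.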
D2 potentiator = positive allosteric modulators of human D2 dopamine receptor. hit rate 0.34% among 340,000. AID 485347. potentiation, % at 10 µM. HEK293 T-REx D2, calcium flux, EC20 dopamine potentiation. P14416;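 active means potentiation over 3 SD above the plate norm, cut at about 30% in these data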; further: 0% is about no effect
Target sequence (P14416 whole entry, looked up): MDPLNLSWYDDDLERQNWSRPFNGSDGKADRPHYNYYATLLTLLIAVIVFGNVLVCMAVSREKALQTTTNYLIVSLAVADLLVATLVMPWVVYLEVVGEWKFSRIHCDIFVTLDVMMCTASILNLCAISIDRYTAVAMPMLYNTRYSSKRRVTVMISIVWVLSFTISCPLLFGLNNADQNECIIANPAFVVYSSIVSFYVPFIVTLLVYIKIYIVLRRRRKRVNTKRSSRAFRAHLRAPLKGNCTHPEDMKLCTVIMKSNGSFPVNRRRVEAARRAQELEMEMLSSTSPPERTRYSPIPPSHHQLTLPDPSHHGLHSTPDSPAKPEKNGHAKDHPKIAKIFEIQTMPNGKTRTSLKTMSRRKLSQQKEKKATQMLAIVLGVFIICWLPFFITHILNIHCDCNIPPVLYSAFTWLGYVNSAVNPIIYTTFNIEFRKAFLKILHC
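Potentiation of an EC20 dopamine calcium response measured kinetically over 180 s, after a preceding 180 s compound-only read flagging agonists. Cells: inducible Hek293 Trex D2 line, 4000/well, cultured overnight at 30 C before dye loading.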
D1 potentiator = human D1 dopamine receptor positive modulation; P21728; hit rate 0.036% among 360,000; potentiation, % at 10 µM; HEK293 TREx D1 cells, calcium flux, dopamine EC20 potentiation; AID 504651; in the data active means potentiation above about 30%; further: 0% is about no effect
RXFP1 antagonist = RXFP1 (human) relaxin receptor antagonism; Q9HBX9; HEK293-RXFP1, relaxin-stimulated cAMP HTRF, 30 min; hits give low values; activity change, negative = inhibition, % at 57.5 µM; hit rate 0.59% among 350,000;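 active means activity change of -60% or lower, but not beyond a set lower limit; inconclusive means change between -60% and -40%, or beyond the set limit; inactive means change above -40%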; further: on the % scale 0 is the no-effect control and ±100 the full control effect
D2 antag = D2 dopamine receptor (human) antagonism; P14416; HEK293 TREx D2 cells, calcium flux, dopamine EC80; inhibition, % at 10 µM; hit rate 2% among 340,000; AID 485344; in the data active means inhibition above about 30%; further: 0% is about no effect
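Antagonism is scored as inhibition of an EC80 dopamine-evoked calcium signal in a force-coupled, tetracycline-inducible HEK293 T-REx D2 line, with compound present 180 s before agonist.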
D2 ag = D2 dopamine receptor (human) agonism; HEK293 T-REx D2 cells, calcium flux agonist mode; activation, % at 2 µM; hit rate 0.53% among 340,000; AID 485358;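 active means activation over 3 SD above normal in the single-dose calcium agonist read, cut at about 30% in these data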; further: 0% is about no effect
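Tetracycline-induced HEK293 T-REx cells with force-coupled D2 receptor, plated overnight at 30 C, loaded with no-wash calcium dye. After a 10 s baseline, compound was pin-added and calcium flux read kinetically for 180 s; calcium rises flagged agonists.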
D1 ag = human D1 receptor agonism. P21728. AID 504660. hit rate 1% among 360,000. HEK293 T-REx D1 cells, calcium flux, agonist mode. activation, % at 2 µM; further: 0% is about no effect
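Agonism was scored from calcium flux recorded over 180 s (1 read/s) after pintool compound addition, following a 10-cycle baseline. Cells were inducible force-coupled HEK293 TREx D1, plated overnight at 30 C and loaded with no-wash calcium dye.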
* = called active by the depositor; ? = inconclusive; . = no result given; & = joins results of further samples. Unless noted, no stated cut-off is given here; in the data, active means activation above about 30%; inactive means the rest.

SMILES	D1 antag	TRHR agonist	TRHR enhancer	D2 potentiator	D1 potentiator	RXFP1 antagonist	D2 antag	D2 ag	D1 ag
N#CCCn1c(SCC(=O)N2CCN(S(=O)(=O)c3ccccc3)CC2)nc2ccccc21	-9	-0.5	-5	-8	-1	2	0	-0.2	6
Cc1oc(-c2cccc(F)c2)nc1CN(Cc1ccccc1)C[C@@H]1CCC(=O)N1	-8	0.5	-4	-6	-5	5	-1	0.6	0
O=C(/C=C/c1ccc(N2CCOCC2)cc1)c1ccccc1	-15	42*	-7	-1	0	-8	15	26	108*
CN1C(=O)c2ccccc2C(C(=O)O)C1c1cccc(Cl)c1 (stereo unspecified)	22	0.6	4	-3	-2	.	3	2.6	3
COc1ccc(C2=NS(=O)(=O)N(C)C(C(=O)NC(C)c3ccccc3)=C2)cc1 (stereo unspecified)	2&-5	-0.4&0.9	-5&4	-4&-2	-3&-1	2&-13	13	-0.3&2.5	0&5
CN(C)S(=O)(=O)c1cccc(NC(=O)c2cccc(S(=O)(=O)N3CCCCC3)c2)c1	-15	0.6	-1	-6	-5	12	-2	0.5	5
Cn1c(-n2cccc2)c(-c2c(-c3ccccc3)[nH]c3c2c(=O)[nH]c(=O)n3C)c(=O)[nH]c1=O	7	0.4	-6	7	9	-4	.	1.0	1
Cc1c(Br)c([N+](=O)[O-])nn1C(C)C(=O)N1CCCc2ccccc21 (stereo unspecified)	15	0.0	1	3	3	31	-6	-2.1	0
Fc1ccc2[nH]c3c(N4CCN(C5CCCCC5)CC4)ncnc3c2c1	-2	1.9	-4	-16	-5	.	-23	0.5	2
CC1CN(CCCCN2C(=O)c3ccccc3C2=O)CC(C)O1 (stereo unspecified)	3	0.4	13	3	-4	7	40*	1.6	1
OC1(c2cccc(C(F)(F)F)c2)CCN(Cc2nnnn2Cc2ccccc2)CC1	0	0.2	1	1	-3	-4	4	0.1	1
COc1cc(C)ccc1OCCCOc1c(Cl)cccc1Cl	12	0.8	-7	10	1	24	5	-1.1	8
O=C(Oc1ccc(Oc2ccccc2)cc1)N1CCC(O)CC1	-15	0.1	-1	-3	-5	-14	2	-1.2	12
O=C(Nc1ccc(F)cc1F)Nc1ccc(F)cc1F	0	2.1	-9	.	-2	9	.	.	5
CCOc1ccccc1N(CC(=O)NC1CCCCC1)S(=O)(=O)c1ccccc1	-7	2.8	5	0	-3	3	17	-0.3	-1
CC(C)(C)OC(=O)NCCCC[C@H](NC(=O)[C@H](Cc1c[nH]c2ccccc12)NC(=O)OCc1ccccc1)C(=O)O	-17	-0.3	4	0	-5	4	-10	-0.8	2
CCC(C)Nc1nc(-c2c[nH]c3ccccc23)cs1 (stereo unspecified)	16	3.3	6	0	2	-25	17	1.4	0
Cn1cnc(C(F)(F)F)c1-c1ccc([N+](=O)[O-])cc1	2	-1.9	-1	.	-3	3	.	.	0
C/C(=N\NC(=O)Nc1ccccc1)c1ccc2ccccc2c1	5	-0.5	3	-6	-11	-3	3	0.8	3
O=C(COC(=O)c1c[nH]c(=O)[nH]c1=O)NCc1ccccc1	-4	0.3	-1	4	-3	7	1	0.4	1
c1ccc(-c2ccc3[nH]ccc3c2)cc1	.	-0.3	-4	-9	-5	.	-8	-0.8	-2
O=C(NNC(=S)Nc1cccc(C(F)(F)F)c1)c1ccccc1Cl	-21	1.0	-4	4	-6	-35	.	.	14
Cc1ccc(/C(O)=C/C(=O)C(=O)NC23CC4CC(CC(C4)C2)C3)cc1	-27	-0.6	5	-2	2	-2	-8	1.1	2
O=C(C1CCN(c2nc3nonc3nc2N2CCCCC2)CC1)N1CCOCC1	-5	-0.3	1	-3	8	1	13	-2.5	1
CCCCn1c(CNC(=O)c2ccc(OC)cc2)nnc1SCC(=O)Nc1ccc(OC)cc1	-4	0.2	-2	3	1	.	.	-1.8	1
CCOC(=O)N1CCc2c(sc(NCc3ccc(N(C)C)cc3)c2C(=O)Nc2ccc(OC)cc2)C1	-11	-0.9	-7	11	0	?	.	0.5	-4
O=C(CCn1nnc2ccccc2c1=O)N[C@H](C(=O)O)c1ccccc1	6	0.4	3	3	0	8	-1	0.4	1
CCc1cccc(NC(=O)CCc2nc3sc4c(c3c(=O)[nH]2)CCCC4)c1	-2	0.2	-4	7	-2	-23	2	-0.7	7
Cc1ccc(Cl)cc1N1CCN(C(=O)Cn2ncc3c4ccccc4n(C)c3c2=O)CC1	-33*	-0.2	-2	-7	-3	6	.	0.0	0
O=C(CNC(=O)c1ccco1)OCc1ccc(C(=O)Oc2ccccc2)cc1	-7	0.2	-5	-8	-10	-15	19	0.9	6

Just TRHR agonist, D2 ag and D2 antag, for four of the compounds above:
Molecule	TRHR agonist	D2 ag	D2 antag
CCOC(=O)N1CCc2c(sc(NCc3ccc(N(C)C)cc3)c2C(=O)Nc2ccc(OC)cc2)C1	-0.9	0.5	.
O=C(CCn1nnc2ccccc2c1=O)N[C@H](C(=O)O)c1ccccc1	0.4	0.4	-1
CCc1cccc(NC(=O)CCc2nc3sc4c(c3c(=O)[nH]2)CCCC4)c1	0.2	-0.7	2
Cc1ccc(Cl)cc1N1CCN(C(=O)Cn2ncc3c4ccccc4n(C)c3c2=O)CC1	-0.2	0.0	.

Further structures follow.
SMILES	D1 antag	TRHR agonist	TRHR enhancer	D2 potentiator	D1 potentiator	RXFP1 antagonist	D2 antag	D2 ag	D1 ag
Cc1cccc(N(CC(=O)N2CCCCCC2)S(C)(=O)=O)c1C	-18	1.4	6	-4	2	4	0	0.5	2
COc1cccc(CNC(=O)C2CCCN(c3nnc(-n4c(C)ccc4C)s3)C2)c1 (stereo unspecified)	17	-1.4	6	7	-4	.	.	-1.2	5
Cc1nc(C(Cl)(Cl)Cl)nc2[nH]ccc(=O)c12	4	0.0	3	.	-1	5	.	.	3
NC(=O)COC(=O)c1ccc(-c2ccc(O)cc2)cc1	6	0.1	-3	-2	-2	-2	3	-0.4	7
O=C(NCc1ccccn1)Nc1ccccc1C(F)(F)F	-7	0.6	-4	-5	-4	-3	-3	0.4	3
CCOc1ccccc1NC(=O)Cn1nnc(C(=O)NCCc2ccc(OC)c(OC)c2)c1N	-7	2.2	1	3	-6	-8	8	-0.6	0
O=C1C2CCCN2C(=S)N1c1cc(Cl)ccc1Cl (stereo unspecified)	-11	-0.3	7	7	-7	-7	8	0.0	5
Cc1nc2c([N+](=O)[O-])c(C)c(C)cc2[nH]1	-14	0.1	-2	1	-1	-11	-4	1.1	1
COc1ccc(CCN(C)CCN2C(=O)c3ccccc3C2=O)cc1OC	5	-0.2	7	2	-1	5	-3	-0.2	2
Cc1ccc(C(=O)c2ccccc2C(=O)OCC(=O)NCCc2ccc(Cl)cc2Cl)cc1	6	1.1	-3	1	-6	-4	10	1.1	12
CC1=NN(C(=O)Cn2ccc([N+](=O)[O-])n2)C(O)(C(F)(F)F)C1 (stereo unspecified)	0	-0.1	-3	-13	0	-8	0	1.6	3
O=C1[C@H]2[C@@H](/C=C/c3ccccc3)N3C(=O)CN(CC4CC4)C(=O)[C@@]3(Cc3ccccc3)[C@H]2C(=O)N1c1ccccc1	-3	-0.6	-1	-1	5	.	15	-2.1	0
CN(C)c1ccc(/C=N/OC(=O)Nc2ccccc2)cc1	-8	-0.5	-4	-2	-5	-5	-5	-0.2	3
CNC(=S)NNC(=O)c1cc(C(C)(C)C)nn1Cc1ccc(F)cc1	-10	0.1	3	-3	-1	-11	-12	0.0	6
COC(=O)c1cc(NC(=O)CSc2nnc(N)s2)ccc1Cl	10	0.4	34*	7	-4	-14	-25	0.9	2
COc1cccc(CNC(=O)CN2C(=O)N(c3ccc(C)cc3C)S(=O)(=O)c3ccccc32)c1OC	-26	-0.7	0	-7	-2	.	.	1.1	1
Cc1ccc(S(=O)(=O)N2[C@@H](c3cccc(Cl)c3)C(C(=O)O)=CC[C@H]2c2ccc(Cl)c(Cl)c2)cc1	-18	-0.5	0	-9	-2	.	-2	-0.7	43*
COc1ccc(-c2nnn(CC(=O)N(CCO)C(C(=O)NC3CCCC3)c3ccc(F)cc3)n2)cc1 (stereo unspecified)	-13	-0.2	-6	1	-1	-13	-65	0.8	6
O=C(Oc1cccnc1)c1cccc(Cl)c1	-11	-0.3	1	-1	-5	-8	6	-0.2	2
COc1ccc(NC(=O)CN(c2ccccc2)S(=O)(=O)N(C)C)cc1OC	5	-0.9	-2	-10	-1	-13	14	-0.6	0
Brc1csc(/C=N/Nc2nc3ccccc3s2)c1	3	4.1	18	-15	6	-23	4	1.5	3
Cc1cccc(Oc2c([N+](=O)[O-])c(=O)n(C)c3ccccc23)c1	-24	-1.3	1	-5	-1	-22	-4	-0.5	1
O=C1NCCCCC1NS(=O)(=O)c1ccc(Cl)cc1 (stereo unspecified)	11	-0.1	2	6	-3	-9	5	-0.2	2
COCCN(C(=O)COC(=O)C1COc2ccccc2O1)c1c(N)n(Cc2ccccc2)c(=O)[nH]c1=O (stereo unspecified)	11	0.2	3	0	-6	-3	1	0.0	2
Cc1nc2ccccn2c1C(=O)CSc1cccc(Cl)c1	4	0.0	-2	8	-1	16	-12	1.1	7
CCCN(CCC)CCNS(=O)(=O)c1ccc2c(c1)CCN2C(=O)C1CCC1	-10	-0.8	-3	-6	-3	37	5	1.2	-1
Cc1nc(N)sc1-c1csc(Nc2ncccn2)n1	-1	0.1	-1	3	-4	-23	26	2.9	3
CCN1CCN(Cc2nc3c(c(=O)n(C)c(=O)n3C)n2C(C)C(C)=O)CC1 (stereo unspecified)	-8	0.8	1	-8	-4	-10	10	0.3	1
O=c1cc(CSc2ccc(Cl)cc2)[nH]c2[nH]n(-c3ccccc3)c(=O)c12	-2	-0.3	2	12	8	-33	-10	0.1	1
Brc1cccc(-c2nnc(SCc3nc4ccccc4[nH]3)o2)c1	-21	-0.6	7	11	2	-14	-23	0.8	12
O=C(CN1C(=O)C2CCCCC2C1=O)N1CCN(c2ccc(F)cc2)CC1 (stereo unspecified)	-5	0.6	4	18	-4	4	-5	0.2	1
CC1CCCN(C(=O)CCNS(=O)(=O)c2ccc3c(c2)oc(=O)n3C)C1 (stereo unspecified)	11	0.0	-4	-1	-1	8	-16	0.5	3
CSc1nc(=S)n(-c2ccccc2)c(C)c1C(C)=O	10	0.2	4	.	0	8	.	.	2
COC(=O)C1=C(SC)N(c2ccc(OC)cc2)C(c2ccccc2)CC1=O (stereo unspecified)	-10	-0.2	2	-8	1	-10	7	20	3
CCN(CC)CCNC(=O)c1ccc(NC(=O)c2ccc(S(=O)(=O)N3CCCCCC3)cc2)cc1	-57*	-0.3	10	-3	-17	-4	-9	-0.4	1
CCCOc1ccc(CNC(=O)C2CCN(c3nn4c(=O)cc(C)nc4s3)CC2)cc1	5&18	-0.8&-1.6	-5&-2	-6&7	-9&0	-4	-8	-0.5&1.6	-1&-1
COCCNc1nnc(SC(C)C(=O)Nc2c(C)n(C)n(-c3ccccc3)c2=O)s1 (stereo unspecified)	15	0.0	4	-1	-5	-6	5	0.4	1
